Screening data (PubChem BioAssay)
3CLpro inhibitor – SARS-CoV 3CLpro protease inhibition | P0C6X7 | recombinant SARS-CoV 3CLpro, quenched FRET peptide cleavage | inhibition, % at 6 µM | hit rate 0.14% among 290,000; in the data active = inhibition above about 12%
Anthrax LF inh2 – blocks Bacillus anthracis lethal factor protease. multiplex microsphere protease cleavage assay, LF. AID 588501. hit rate 0.12% among 360,000. inhibition, % at 10 µM. P15917; note: plate controls were buffer without enzyme for full effect and enzyme alone for no effect
Rv3671c inh – inhibitors of M. tuberculosis serine protease Rv3671c; P9WHR9; inhibition, % at 5.96 µM; hit rate 0.048% among 320,000; AID 2606; in the data active = inhibition above about 38%;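 note: extracellular domain of Rv3671c used as enzyme; 0% = enzyme with DMSO and 100% = no enzyme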
Target sequence (P9WHR9 whole entry, looked up, the tested form may be a part): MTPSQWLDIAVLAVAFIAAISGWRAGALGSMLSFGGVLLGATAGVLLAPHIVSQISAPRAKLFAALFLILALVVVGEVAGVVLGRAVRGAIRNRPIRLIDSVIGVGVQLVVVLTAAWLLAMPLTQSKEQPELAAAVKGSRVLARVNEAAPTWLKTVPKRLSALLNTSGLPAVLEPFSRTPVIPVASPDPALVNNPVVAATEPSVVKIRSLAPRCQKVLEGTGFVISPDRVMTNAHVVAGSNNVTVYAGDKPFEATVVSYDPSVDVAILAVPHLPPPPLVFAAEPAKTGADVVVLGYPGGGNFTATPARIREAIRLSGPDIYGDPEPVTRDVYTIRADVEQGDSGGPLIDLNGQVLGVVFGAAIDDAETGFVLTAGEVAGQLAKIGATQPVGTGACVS
BoNT F protease – inhibitors of Botulinum neurotoxin F light chain protease. hit rate 0.22% among 360,000. Multiplex microsphere protease cleavage assay, flow cytometry. inhibition, % at 10 µM; in the data active = inhibition above about 35%, passing the limit was not always enough; inconclusive = no clear call, values can overlap the other calls; note: plate controls were buffer without enzyme for full effect and enzyme alone for no effect
MazEF act – MazEF (E. coli) toxin RNase activation. FAM/BHQ RNA-DNA oligo cleavage fluorescence, 5 h. activation, % at 20 µM. hit rate 0.32% among 350,000. AID 504720; in the data active = activation above about 50%
Target sequence (P0AE70 whole entry, looked up): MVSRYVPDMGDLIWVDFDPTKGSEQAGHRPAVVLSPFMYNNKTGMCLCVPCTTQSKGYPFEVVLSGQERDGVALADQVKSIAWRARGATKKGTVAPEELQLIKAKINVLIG
CCHFV vOTU inh – blocks the CCHF virus ovarian tumor domain protease; CCHFV vOTU protease, Pep-AMC fluorescence; inhibition, % at 11.5 µM; hit rate 0.55% among 370,000; in the data active = inhibition above about 30%; note: 0% = vehicle wells with enzyme and 100% = no enzyme wells
VHR inh abs – blocks human VHR1 dual specificity phosphatase; P51452; recombinant VHR phosphatase, pNPP absorbance; inhibition, % at 13.3 µM; hit rate 0.52% among 290,000; in the data active = inhibition above about 50%; note: some compounds called inactive have numbers as strong as hits
Target sequence (P51452 whole entry, looked up): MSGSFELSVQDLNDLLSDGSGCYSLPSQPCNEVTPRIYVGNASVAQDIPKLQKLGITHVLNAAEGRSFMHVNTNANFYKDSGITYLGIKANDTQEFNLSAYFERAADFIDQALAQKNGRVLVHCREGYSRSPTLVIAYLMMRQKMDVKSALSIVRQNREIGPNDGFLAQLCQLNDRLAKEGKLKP
SSB-PriA inh – inhibitors of Klebsiella pneumoniae PriA binding to SSB C-terminal tail; inhibition, % at 33 µM; hit rate 0.6% among 430,000; AID 1272365; AlphaScreen SSBct-PriA binding, biotinylated peptide; in the data active = inhibition mostly above about 37%, no sharp cut-off; inactive = mostly below about 20%;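 note: plate controls were negative control peptide for no effect and reference peptide for full effect; strong numbers were not always called active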
PrPC TRFRET – reduces human prion protein on the cell surface | P04156 | cell surface PrPC, TR-FRET read-out | inhibition, % at 13.8 µM | hit rate 0.43% among 370,000 | AID 720596; in the data active = inhibition above about 24%; note: 0% = median of the test wells and 100% = reference compound wells
BoNT-A LC inh2 – BoNT A light chain protease inhibition | multiplex microsphere protease substrate cleavage, flow cytometry | hit rate 0.17% among 360,000 | AID 588499 | inhibition, % at 10 µM; note: plate controls were buffer without enzyme for full effect and enzyme alone for no effect
Active calls of the source: *; ? = inconclusive; / = no result given; & = joins results of further samples. Cut-off read from the data, not from the text of the source, unless noted: active = inhibition above about 30%; inconclusive = no clear call, values can overlap the other calls; inactive = below that. Only part of the results is shown; count on the stated rates, not on these rows.

A first look, three compounds:
SMILES	3CLpro inhibitor	Anthrax LF inh2	Rv3671c inh	BoNT F protease	MazEF act	CCHFV vOTU inh	VHR inh abs	SSB-PriA inh	PrPC TRFRET	BoNT-A LC inh2
COc1ccc(C(=O)Nc2cccc(-c3cc4ccccc4oc3=O)c2)cc1[N+](=O)[O-]	-1	-5	-62	-3	32	11	-3	0	3	-0.6
CCOc1ccc(CSC(=N)N)cc1Cl	1	-25	5	?	14	-4	21	2	-7	-7.9
O=C(O)CN1C(c2ccccc2O)Nc2ccc(Br)cc2C1c1ccccc1 (centres undefined)	1	1	/	1	6	-2	12	-4	-6	-0.5

All compounds of this part, from the start:
SMILES	3CLpro inhibitor	Anthrax LF inh2	Rv3671c inh	BoNT F protease	MazEF act	CCHFV vOTU inh	VHR inh abs	SSB-PriA inh	PrPC TRFRET	BoNT-A LC inh2
COc1ccc(C(=O)Nc2cccc(-c3cc4ccccc4oc3=O)c2)cc1[N+](=O)[O-]	-1	-5	-62	-3	32	11	-3	0	3	-0.6
CCOc1ccc(CSC(=N)N)cc1Cl	1	-25	5	?	14	-4	21	2	-7	-7.9
O=C(O)CN1C(c2ccccc2O)Nc2ccc(Br)cc2C1c1ccccc1 (centres undefined)	1	1	/	1	6	-2	12	-4	-6	-0.5
COc1ccc(/C=C2\CCC(C3CCCC3)C2=O)c(OC)c1OC (centres undefined)	-4	-2	0	4	-13	-6	/	-2	-14	0.2
COc1ccc(-c2[nH][nH]c(=O)c2NC(=O)c2ccc([N+](=O)[O-])cc2)cc1	/	6	/	0	/	7	/	/	-23	0.1
CC1(c2nnc(-c3ccccc3)o2)CC(c2ccncc2)=NO1 (centres undefined)	/	-3	-9	-5	0	15	19	-3	-5	-0.1
CO/N=C\C(=N\Nc1ccc(OC)cc1)C(=O)c1ccccc1	2	-9	-6	-2	-1	5	8	/	-14	0.8
COc1ccccc1C(=O)N/C(=C\c1ccc(Br)cc1)C(=O)N1CCCC1	2	3	1	-3	6	-2	9	1	7	0.2
CC(=O)c1c(C)oc2c1cc(O)c1ccccc12	-3	0	-2	-3	6	7	4	0	-7	-0.8
COc1ccc(Cn2c(C)nc3c(c(=O)c4ccccc4n3C)c2=O)cc1	-4	-4	6	?	5	-14	-2	1	7	?
O=C(COC(=O)CNS(=O)(=O)c1cccc(Br)c1)NC(=O)Nc1ccc2c(c1)OCCO2	4	-2	-2	-2	5	-4	-10	0	11	1.1
COc1ccc(NS(=O)(=O)c2ccc(Cl)s2)cn1	4	1	-2	-15	-52	1	16	-20	-3	-0.3
O=C(NCCc1cccs1)C1CC1	4	12	-6	?	10	-1	9	-4	8	2.6
COc1c(O)ccc(/C=C(\C#N)c2nc3ccccc3[nH]2)c1[N+](=O)[O-]	-1	-2	-11	-7	3	12	10	24	1	0.4
CCc1nc2ccc(C(=O)NC(C)(C)C)cn2c1N(CC)Cc1cccc(Br)c1	/	5	/	-2	/	17	/	/	1	-0.3
COc1ccc(CC(=O)N/N=C(\C)c2ccccn2)cc1	-3	1	-5	-5	3	/	1	/	/	-1.4
CC(C)(C)n1nc2c(c1NC(=O)c1ccccc1C(F)(F)F)CS(=O)(=O)C2	-1	0	-5	-7	2	13	-17	2&-14&-3	3	1.6
CCN(C(=O)CN1C(=O)NC(CCSC)C1=O)C1CCS(=O)(=O)C1 (centres undefined)	/	-5	11	0	0	-4	/	-6	-5	-0.3
CC1(C)Oc2ccc3ccc(=O)oc3c2/C(=C/Nc2ccc(O)cc2)C1=O	0	-6	6	-2	17	22	3	/	2	0.6
O=c1[nH]c(=S)[nH]c(O)c1CN1CCCCC1	1	1	-2	0	1	2	-10	2	-4	-0.2
Cc1cccc(C(=O)Nc2cc(OCc3cccc(F)c3)c(Cl)cc2Cl)c1	0	0	-5	1	-3	2	2	-10	1	?
Cc1cc(OC(=O)Nc2ccccc2)ccc1Cl	/	-1	/	-2	2	5	/	/	2	0.1
c1ccc2c(N3CCNCC3)nsc2c1	3	0	-10	-4	5	-5	21	9	-4	0.4
COc1ccc(NC(=O)c2cc3c(s2)CCC3)cc1S(=O)(=O)N1CCOCC1	-1	4	-19	6	-2	-2	-5	6	8	0.6
C=CC[C@@H](CC(=O)N[C@H](CO)Cc1ccccc1)C(=O)N[C@H](COC(=O)[C@@H](CC=C)CC(=O)OC(C)(C)C)Cc1c[nH]c2ccccc12	/	-4	-7	-4	5	19	/	12	-5	-1.0
O=C(NC1CCCC1)C(c1ccncc1)N(Cc1ccco1)C(=O)c1ccc(-c2ccccc2)[nH]1 (centres undefined)	8	-9	-9	-10	-8	9	21	-6	13	0.4
C[C@@]12CCC=C[C@H]1[C@H](c1ccc3ccccc3c1/C=C/c1ccccc1)N(Cc1ccccc1)C2=O	/	1	-20	-4	-26	-2	0	-15	-6	-1.0
CCN(C(=O)COC(=O)c1cc(-c2ccccc2)nn1-c1ccccc1)C1CCS(=O)(=O)C1 (centres undefined)	2	4	11	-4	0	-2	29	-14	-6	0.4
CCOCC(O)CNc1ccccc1 (centres undefined)	3	0	7	-3	1	-3	4	-10	-1	-0.7
COc1ccc2[nH]c(=O)c(CN(Cc3nnnn3CCc3ccccc3)CC3CCCO3)cc2c1 (centres undefined)	12	1	-6	5	0	-15	18	-14	2	0.3
COc1cc(/C=C/c2cccc[n+]2C)ccc1OCC(=O)Nc1ccccc1C	2	5	-3	12	2	-4	-3	-17	-4	-0.8
O=C(Cc1cccs1)NCCc1ccc(Cl)cc1	-5	-6	-1	2	0	1	5	4	11	2.2
CC(=O)Nc1ccc(S(=O)(=O)NC2=C(N3CCN(Cc4ccccc4)CC3)C(=O)c3ccccc3C2=O)cc1	-1	-4&-6	-1	-5&-21	-7&-3	28&24	24	39&27	-43&-54	0.2&-0.3
CC(=O)NCC(=O)OCC(=O)N1c2ccccc2Sc2ccccc21	-2	-4	5	-7	4	2	-1	-7	-6	-0.3
O=c1[nH]c2ccccc2n1C1=CCNCC1	0	5	/	-25	6	3	52*	19	9	-5.0
CSc1ccccc1NC(=O)CN(C)CC(=O)c1[nH]c(C)c(C(C)=O)c1C	/	0	3	-12	6	7	/	-6	0	0.1

Looked up one by one from above (two):
SMILES	3CLpro inhibitor	Anthrax LF inh2	Rv3671c inh	BoNT F protease	MazEF act	CCHFV vOTU inh	VHR inh abs	SSB-PriA inh	PrPC TRFRET	BoNT-A LC inh2
C=CC[C@@H](CC(=O)N[C@H](CO)Cc1ccccc1)C(=O)N[C@H](COC(=O)[C@@H](CC=C)CC(=O)OC(C)(C)C)Cc1c[nH]c2ccccc12	/	-4	-7	-4	5	19	/	12	-5	-1.0
O=c1[nH]c2ccccc2n1C1=CCNCC1	0	5	/	-25	6	3	52*	19	9	-5.0

Additional results.
SMILES	3CLpro inhibitor	Anthrax LF inh2	Rv3671c inh	BoNT F protease	MazEF act	CCHFV vOTU inh	VHR inh abs	SSB-PriA inh	PrPC TRFRET	BoNT-A LC inh2
CCOC(=O)C1CCN(C(=O)Cc2c(C(=O)O)n(C)c3ccccc23)CC1	4	-1	2	-34	5	3	28	-2	1	-3.6
C=CCOC(=O)C1=C[C@H](c2ccccc2)[C@@H](CCCO)[C@H](OCC)O1	2	-4	4	-8	7	-3	18	-14	-1	-0.3
Cc1ccc(C2C3C(=O)N(c4ccc(C)cc4)C(=O)C3N3CCCN23)cc1 (centres undefined)	8	-2	-1	4	-1	5	21	-10	-5	-0.3
COCCCNC(=O)c1cn(C)c(=O)c2cc(OC)c(OC)cc12	-1	4	-4	-14	-5	-5	8	0	2	0.4
O=C(CSc1nnc(Cn2nnc3ccccc32)o1)Nc1ccc(Cl)cc1	5	-8	6	6	13	5	20	-13	3	1.1
C/C(=N\Nc1ccc2nncn2n1)c1ccccn1	-3	/	1	/	4	11	21	/	17	/
O=S(=O)(Nc1ccccn1)c1ccc(C2CCCCC2)cc1	2	-2	-7	-21	-20	4	14	-3	6	-2.4
Cc1onc(-c2ccccc2)c1C(=O)OCC(=O)NCc1ccc(F)cc1	-3	-10	4	-2	8	8	33	-9	10	0.5
Cn1nnnc1Sc1ncnc2scc(-c3ccc(-c4ccccc4)cc3)c12	/	-7	-9	-4	-10	-8	/	1	-2	-0.1
COc1ccc2[nH]c(=O)c(CN(CC3CCCO3)C(=S)Nc3ccccc3)cc2c1 (centres undefined)	5	6	4	-5	3	-17	0	14	3	-1.2
CCOC(=O)c1sc(N2N=C(C)C(N=Nc3cccc(C)c3)C2=O)nc1C (centres undefined)	-1	-11	4	-18	4	3	55*	2	10	-0.5
Cc1ccc(C(C)NC(=O)CSc2ccc(S(=O)(=O)N3CCOCC3)cn2)cc1C (centres undefined)	/	-7	5	2	-7	-11	/	5	3	-1.0
Cc1nnc(SCC(=O)O)o1	2	0	0	3	9	-6	16	-13	0	0.0
CC(C)CC(=O)Nc1cccc(C(=O)Nc2ccccc2C(=O)O)c1	0	-2	2	-2	-8	9	22	0	1	-0.4
Cc1ccc(OCCCCN2CCc3ccccc3C2)c(C)c1	-3	-3	-5	25	-10	1	10	-14	3	1.6
COCCn1c(N)c(N(Cc2ccccc2)C(=O)CSCC(=O)Nc2ccc(C)cc2)c(=O)[nH]c1=O	/	0	-5	8	-1	6	/	-17	5	3.6
CCC(=O)N/N=C(\C)CC(=O)Nc1cc(Cl)ccc1C	3	1	-5	1	-1	4	-8	/	-4	0.1
COc1ccc(C2=NN(C(N)=S)C(c3ccco3)C2)cc1 (centres undefined)	-2	-5	-8	-5	6	-5	17	-6	-1	2.3
CCC(=O)Nc1cccc(C2=NOC3(C2)C[C@@H](C(N)=O)N(C(=O)c2ccccc2C(=O)c2ccccc2)C3)c1 (some centres undefined)	/	-4	-5	0	3	-10	11	-3	0	0.1
Cc1ccc(OCC(=O)Nc2ccc(F)cc2)c([N+](=O)[O-])n1	2	1	-8	0	-5	1	22	-14	-6	-0.8
CN(c1ccccc1C(=O)Nc1ccc2c(c1)OCCO2)S(C)(=O)=O	6	1	0	-9	9	4	22	-24	-4	-0.3
CC(C)C1Cc2c(sc3[nH]c(=S)n(Cc4ccccc4)c(=O)c23)CO1 (centres undefined)	0	-2	-6	-35	0	5	9	-8	-1	-1.4
C=CCNC(=O)CSc1nc2sc3c(c2c(=O)n1CCC)CCC3	5	0	9	6	8	-6	11	-10	-3	2.3
CCOC(=O)C1=C(C)NC(=S)N(C(C)=O)C1c1ccccc1 (centres undefined)	3	0	0	4	4	-10	9	2	13	-0.2
CC1(C)SC(=S)N(c2ccccc2)C1/[N+]([O-])=C/c1cccc([N+](=O)[O-])c1 (centres undefined)	0	4	2	-3	3	-16	14	-7	4	0.2
CCCCn1c(N)c(Sc2ccc(Cl)cc2)c(=O)[nH]c1=O	3	0	0	4	4	-6	-16	1	-3	2.1
CCCn1cc2c(c1-c1cccc(C)c1)c(=O)n(C)c(=O)n2C	-4	4	2	-1	6	6	27	-7	-4	0.0
Cc1ccsc1C(=O)N(C)CC(=O)N(CC(C)C)c1c(N)n(CC(C)C)c(=O)[nH]c1=O	/	6	1	4	-6	-10	/	-9	9	1.0
CCCNS(=O)(=O)c1cccc(C(=O)NNC(=O)c2cc(C)oc2C)c1	/	/	-4	/	4	-8	/	-14	-2	/
CN1CCN(CCC(=O)N/N=C/C=C2\N(C)c3ccccc3C2(C)C)CC1	3	5	-11	-2	-9	7	13	/	-1	-1.4
CCOC(=O)Cn1c(O)c(N=NC(=O)OC)c2ccccc21	1	5	-9	-4	6	11	-21	-11	-14	-1.0
CN(C)C=Nc1nonc1-c1ccccc1	-5	-8	4	1	8	0	18	-1	2	-0.8
COc1ccc(C(=O)C2CCCN(C(=O)CCNC(C)=O)C2)cc1OC (centres undefined)	4	0	8	-28	6	17	8	-2	-7	-2.8
Cc1ccc(S(=O)(=O)N2CCOCC2)cc1C(=O)NCc1cccnc1	3	0	-2	-1	6	11	15	-20	9	0.2
CCCCN(CC)CCNC(=O)c1cc2cc3ccc(Cl)cc3nc2o1	-4	5	-10	3	17	-17	21	-18	-41	5.1
O=C(Oc1ccccc1)c1ccc2c(c1)C(=O)N(Cc1ccncc1)C2=O	-2	4	7	0	3	-13	27	-3	8	-0.1
CCOc1cccc(C(=O)NC2CCCCC2)c1	-1	-9	-2	-1	1	9	4	-11	-1	-0.3
